M1 PAM – positive allosteric modulators of human M1 muscarinic receptor; CHO-K1 hM1, Fluo-8 calcium fluorescence, ACh EC20; 0% = ACh EC20, 100% = maximal ACh; P11229; activation, % at 3 µM; 360,000 compounds, 0.088% hits; in the data active = activation above about 19%, passing the limit was not always enough
CHRM1 antagonist – human CHRM1 antagonism; inhibition, % at 3 µM; P11229; AID 588852; 360,000 compounds, 1.3% hits; CHO-K1 hM1, Fluo-8 calcium fluorescence, ACh EC80 antagonist;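 active = percent inhibition above its own plate's cutoff, namely the mean of that plate's compound wells plus 3 SD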;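 also: peak over basal fluorescence ratio during 140 s after agonist addition; 0% = ACh EC80 plus DMSO and 100% = DMSO alone without agonist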
TAAR1 antagonist – antagonists of human TAAR1. Q96RJ0. CHO RD-HGA16 TAAR1, Fluo-8 calcium fluorescence, antagonist. inhibition, % at 3 µM. 360,000 compounds, 1.5% hits. AID 624466;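 active = inhibition above a per-plate cutoff, the mean inhibition of test compounds on that plate plus 3 SD, cut at about 49% in these data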;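 also: 0% = DMSO plus EC80 beta-PEA response and 100% = DMSO alone without agonist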
Target sequence (Q96RJ0 whole entry, looked up): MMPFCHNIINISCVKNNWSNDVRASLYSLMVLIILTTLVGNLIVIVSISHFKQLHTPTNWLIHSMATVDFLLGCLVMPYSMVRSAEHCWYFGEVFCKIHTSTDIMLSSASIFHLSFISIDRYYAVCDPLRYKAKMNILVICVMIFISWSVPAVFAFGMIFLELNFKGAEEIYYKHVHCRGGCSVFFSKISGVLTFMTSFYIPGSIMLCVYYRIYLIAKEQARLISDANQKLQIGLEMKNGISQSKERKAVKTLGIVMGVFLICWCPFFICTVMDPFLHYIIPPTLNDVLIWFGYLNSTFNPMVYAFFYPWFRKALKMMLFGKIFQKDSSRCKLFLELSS
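Test system – hTAAR1-expressing CHO RD-HGA16 cells, Gα16-coupled · Also added – β-PEA at EC80 concentration, post-compound challenge · Compound – 3 µM, single point · Incubation – dye loading 75 min at 37 °C, then 30 min room temperature · Measured by – Fluo-8 intracellular calcium dye fluorescence, real-time kinetic reads · Benchmarks – vehicle and agonist controls · Replicates – singlicate, one well per test compound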
CHRM1 agonist – activates human CHRM1 receptor. P11229. CHO-K1 hM1, Fluo-8 calcium fluorescence, agonist mode; 0% DMSO, 100% acetylcholine EC100. activation, % at 3 µM. 360,000 compounds, 0.33% hits. AID 588814;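 active = activation above the run's mean compound activation plus 3 SD, cut at about 16% in these data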;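 also: peak over basal fluorescence ratio within a 140 s kinetic read after compound addition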
V1R ag counter – activates human V1a receptor in oxytocin agonist counter-screen. P37288. CHO-V1R cells, Fluo-8 calcium fluorescence, agonist mode; 0% DMSO, 100% 3 nM vasopressin. activation, % at 3 µM. 320,000 compounds, 0.25% hits. AID 2797;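 active = activation above the mean activation of all tested compounds plus 3 SD, per screening run, cut at about 20% in these data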;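 also: signal is peak over basal fluorescence ratio across a 100 second FLIPR read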
CHO parental Ca – counter-screen for OX1R antagonists: effect in parental CHO cells; inhibition, % at 5.6 µM; 330,000 compounds, 0.63% hits; AID 463079; parental CHO-K1, ATP-induced calcium, Fluo-8 fluorescence;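 active = inhibition above that plate's mean sample inhibition plus 3 SD, cut at about 26% in these data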;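 also: 0% = ATP-challenged DMSO wells and 100% = DMSO wells without ATP; some compounds past the cut are filed as inactive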
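Material: Parental CHO cells | Reagent: ATP | Compound dosing: Single nominal dose of 5.6 µM per compound | Detection: Intracellular calcium via Fluo-8 no-wash fluorescent dye | Read-out: % inhibition of ATP-induced calcium mobilization | Benchmarks: Low control ATP plus DMSO, high control DMSO only | Replicates: Singlicate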
OXTR agonist – activates the human oxytocin receptor | AID 2435 | activation, % at 3 µM | P30559 | CHO-OTR cells, Fluo-8 calcium fluorescence; normalized: DMSO 0%, oxytocin 100% | 320,000 compounds, 0.32% hits;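 active = activation above the mean of all tested compounds plus 3 SD, cutoff set per screening run, cut at about 20% in these data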;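 also: peak over basal fluorescence ratio from a 100 s FLIPR kinetic read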
Target sequence (P30559 whole entry, looked up): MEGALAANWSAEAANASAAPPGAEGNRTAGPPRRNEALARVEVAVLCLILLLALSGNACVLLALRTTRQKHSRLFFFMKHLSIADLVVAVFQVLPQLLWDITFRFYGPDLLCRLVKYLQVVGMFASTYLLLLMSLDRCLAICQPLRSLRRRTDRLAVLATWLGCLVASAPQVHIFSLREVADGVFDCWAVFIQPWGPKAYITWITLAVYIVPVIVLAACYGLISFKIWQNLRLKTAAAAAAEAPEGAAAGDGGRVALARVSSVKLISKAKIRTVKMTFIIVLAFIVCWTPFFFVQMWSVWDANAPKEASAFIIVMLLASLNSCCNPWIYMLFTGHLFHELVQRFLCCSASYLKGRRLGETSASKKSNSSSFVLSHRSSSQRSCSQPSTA
OXTR potentiate – potentiators of human oxytocin receptor; P30559; CHO-OTR cells, Fluo-8 calcium fluorescence, potentiator mode; 0% = oxytocin EC15, 100% = EC100; activation, % at 3 µM; 320,000 compounds, 0.061% hits;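 active = activation above that plate's cutoff, the mean activation of tested compounds plus 3 SD, cut at about 6.6% in these data, passing the limit was not always enough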;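 also: 100% uses oxytocin at 75 nM as the full agonist control; some results filed as inactive read as strong as hits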
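Measured by – Fluo-8 calcium dye fluorescence · Test system – human OTR in CHO cells · Dosing – one concentration, 3.0 µM compound · Controls – EC15 oxytocin alone as 0%, 75 nM oxytocin as 100% · Evaluation – normalized max/min fluorescence ratio, % activation · Timing – 6 min pre-incubation, 100 s read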
TAAR1 ag – agonists of human TAAR1; CHO RD-HGA16 TAAR1, Fluo-8 calcium fluorescence; vehicle wells 0%, saturating PEA agonist 100%; activation, % at 3 µM; 360,000 compounds, 0.99% hits;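 active = activation above the mean activation of all test compounds in the run plus 3 SD, cut at about 38% in these data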
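System: CHO-derived RD-HGA16 cells with stable Gα16 and human TAAR1 / Times: 17-24 h plating, Fluo-8 75 min 37 °C, 30 min RT / Technique: calcium-sensitive Fluo-8 signal, excitation 470-495, emission 515-575 nm / Measure: % activation relative to PEA EC100 response / Benchmarks: DMSO and PEA EC100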
Starred values were filed as active, the others as inactive; / = no result given. Outcome played no part in choosing rows (roughly 3.7% active in at least one column).

SMILES | M1 PAM | CHRM1 antagonist | TAAR1 antagonist | CHRM1 agonist | V1R ag counter | CHO parental Ca | OXTR agonist | OXTR potentiate | TAAR1 ag
C[C@]12C(=O)N(c3ccc(Cl)cc3)C(=O)N1[C@H]1c3ccccc3OC[C@@H]1[C@H]2c1ccccc1 | 2.3 | -2.6 | / | -5.9 | 2.0 | -4.0 | 1.7 | 4.3 | /
Cc1noc(C)c1COc1ccc(C(=O)O)cc1 | 0.0 | -3.2 | 9.2 | -1.0 | 0.0 | 2.5 | 0.3 | -2.0 | 2.0
Cc1ccc(Oc2ccc3c(c2)C(=O)N(c2cccc4cccnc24)C3=O)cc1 | 9.7 | -3.0 | 22.5 | -3.6 | -0.1 | -12.2 | 0.7 | -1.0 | 8.8
COc1ccc2c(CCNC(=O)c3ccco3)c[nH]c2c1 | 12.9 | -8.3 | -12.1 | 0.8 | 2.6 | -10.4 | 1.5 | -9.3 | 3.6
Oc1ccc(Br)cc1CN1CCCCCCC1 | -12.8 | 11.1 | -13.2 | -14.1 | -1.1 | -8.5 | -0.6 | -8.6 | 10.9
CC(C)(C)NS(=O)(=O)c1ccc(OCC(=O)NCc2ccco2)cc1 | 6.1 | -7.0 | -15.6 | -3.7 | 0.6 | 11.0 | 0.3 | -11.5 | 1.0
Cc1c(NC(=O)c2ccc(-c3cccc([N+](=O)[O-])c3)o2)c(=O)n(-c2ccccc2)n1C | 2.3 | 1.9 | 9.6 | -12.5 | 0.1 | -13.8 | 0.0 | -0.9 | 3.3
Cc1cc(C)n(-c2nc3ccccc3nc2N2CCOCC2)n1 | 7.5 | -13.8 | -14.4 | -2.5 | 0.6 | -12.7 | 0.1 | -2.9 | 0.1
Cc1c(NC(=O)Nc2cccc(C#N)c2)c(=O)n(-c2ccccc2)n1C | 6.8 | -1.3 | 13.3 | -2.2 | 0.3 | -8.7 | 3.6 | -17.1 | -0.1
COc1ccc(CC(=O)Nc2nc(-c3ccccc3)c(C(C)=O)s2)cc1OC | -7.0 | -2.4 | 12.7 | -5.1 | 8.4 | -11.8 | 4.8 | -8.5 | 0.2
O=C(c1cc([N+](=O)[O-])ccc1N1CCOCC1)N1CCN(c2ccccc2)CC1 | 2.3 | -3.9 | -3.2 | -1.2 | -0.6 | -16.2 | -0.4 | -6.1 | 2.5
CC1CCCCN1C(=O)CSc1nnc(-c2ccco2)o1 (configuration not stated) | 6.4 | -8.2 | 1.2 | -3.6 | 6.6 | -0.4 | 0.1 | -3.8 | 0.9
CCOC(=O)N1CCN(S(=O)(=O)c2ccc(F)c(C(=O)Nc3cccc(Cl)c3C)c2)CC1 | -1.9 | 10.4 | -35.8 | -3.5 | 5.3 | -16.4 | 1.8 | -12.9 | -1.6
CC(=O)c1ccc(N2CCN(S(=O)(=O)c3cccc4nsnc34)CC2)cc1 | 1.4 | 8.3 | -2.9 | -2.3 | -0.1 | -15.6 | -0.7 | -6.9 | 2.9
CCOc1ccccc1CNC(=O)C1CCCN(c2nnc(C)c3c(C)n(-c4ccccc4)nc23)C1 (configuration not stated) | -18.7 | 42.8* | 22.1 | -5.8 | -0.8 | -29.7 | -2.8 | -5.5 | 0.7
CN(C1(C)CCS(=O)(=O)C1)S(=O)(=O)c1ccc2ccccc2c1 (configuration not stated) | 17.6 | -5.8 | 1.0 | 0.0 | -0.9 | 15.2 | 0.1 | 0.9 | 0.4
Cc1[nH]c(=O)c(C#N)c(C)c1Br | -4.4 | 10.9 | -2.5 | 0.3 | 1.2 | -10.1 | 0.6 | -6.2 | 13.3
CC1CC(C)CN(C(=O)COC(=O)c2ccc3c(c2)OCCO3)C1 (configuration not stated) | -1.8 | -9.3 | 11.8 | 0.4 | 0.7 | -14.9 | 2.2 | -7.0 | 19.9
CCOC(=O)C(Cc1ccc(OC)c([N+](=O)[O-])c1)NC(=O)CCC(=O)Nc1ccc(C)cc1 (configuration not stated) | 13.1 | -9.1 | -37.4 | -5.1 | 4.1 | -6.4 | -1.1 | -4.5 | 3.1
O=C(CCCCCn1c(=O)[nH]c2ccsc2c1=O)NCc1ccc(F)cc1 | 4.3 | -10.2 | 6.4 | -0.9 | 2.3 | -30.3 | -0.5 | -11.0 | 3.8
COc1ccc(S(=O)(=O)N(C)CC(=O)Nc2ccccc2C(F)(F)F)cc1OC | 0.8 | -2.6 | 4.0 | -3.9 | -0.1 | 18.3 | -1.4 | -16.4 | 2.9
COc1ccc(CCC(=O)NCC2CCCCC2)cc1OC | 17.7 | -16.9 | -13.8 | -2.3 | 0.5 | -7.5 | -0.1 | -2.9 | 0.1
O=c1[nH]c2ccc(Cl)cc2c(O)c1Cc1ccccc1 | 10.6 | -2.3 | 12.4 | -6.9 | 3.2 | -8.1 | 2.0 | -0.1 | 4.5
CNc1nc(-c2ccc3c(c2)CCN3C(=O)c2ccccc2F)c(C)s1 | -4.5 | 13.5 | 25.2 | -5.6 | -0.5 | -6.4 | -0.2 | -8.2 | -1.6
Cc1ccc(N(C(=O)Cn2nnc(-c3ccc(F)cc3)n2)C(C(=O)NC(C)(C)C)c2ccncc2)cc1 (configuration not stated) | 13.1 | -8.2 | 1.4 | -1.4 | -0.4 | -14.0 | -1.3 | 1.3 | 3.0

5 entries out of the list above, sorted by the number in TAAR1 antagonist, highest first.
| structure | TAAR1 antagonist |
| --- | --- |
| COc1ccc(CC(=O)Nc2nc(-c3ccccc3)c(C(C)=O)s2)cc1OC | 12.7 |
| Cc1ccc(N(C(=O)Cn2nnc(-c3ccc(F)cc3)n2)C(C(=O)NC(C)(C)C)c2ccncc2)cc1 (configuration not stated) | 1.4 |
| CN(C1(C)CCS(=O)(=O)C1)S(=O)(=O)c1ccc2ccccc2c1 (configuration not stated) | 1.0 |
| O=C(c1cc([N+](=O)[O-])ccc1N1CCOCC1)N1CCN(c2ccccc2)CC1 | -3.2 |
| COc1ccc2c(CCNC(=O)c3ccco3)c[nH]c2c1 | -12.1 |

New compounds follow:
SMILES | M1 PAM | CHRM1 antagonist | TAAR1 antagonist | CHRM1 agonist | V1R ag counter | CHO parental Ca | OXTR agonist | OXTR potentiate | TAAR1 ag
CCOP(=O)(c1c(F)c(F)c(F)c(F)c1F)C1(O)CCCCC1 (configuration not stated) | 6.4 | -27.6 | 13.1 | -2.2 | -0.2 | -8.0 | -1.0 | -16.3 | 0.9
COCCNC(=O)c1onc(CSc2cc(C)cc(C)c2)c1C(=O)NCCOC | 10.2 | -5.3 | 10.9 | -10.9 | 1.5 | -11.8 | -1.3 | -0.7 | 7.3
N#Cc1cccc(NC(=O)CNC(=O)Cc2ccccc2)c1 | 12.7 | 0.4 | -1.2 | 0.4 | 0.1 | -10.1 | 0.2 | 1.9 | 4.8
COCCCN1CC(=O)N2C(c3cccc(OC)c3OC)c3[nH]c4ccccc4c3C[C@H]2C1=O (some centres not stated) | 6.2 | -3.2 | -5.7 | -3.6 | 3.7 | -26.4 | 5.0 | -10.0 | 20.9
COP(=O)(CN(Cc1ccccc1)C(=S)Nc1c(C)cccc1C)OC | 7.9 | 1.2 | -8.3 | -1.6 | -0.8 | -6.7 | -0.2 | -2.7 | 0.3
CCN(CC)C(=O)C1=C(C)N(Cc2ccc(F)cc2)C(=O)C(CC(=O)NCc2ccco2)C1 (configuration not stated) | 6.5 | -12.5 | -3.2 | -5.3 | / | / | / | / | 1.9
COc1ccc(N2CCCn3c2nc2c3c(=O)n(CCc3ccccc3)c(=O)n2C)cc1 | 4.7 | -7.9 | 11.6 | -2.3 | -0.2 | -6.9 | 0.1 | -2.5 | 4.2
O=C(CN1CCN(C(=O)CNC(=O)c2ccc(-c3ccccc3)cc2)CC1)Nc1ccccc1Cl | -14.4 | 21.2 | 33.1 | 3.5 | / | / | / | / | 11.5
O=C(Oc1ccc(C(=S)N2CCOCC2)cc1Br)c1cc(Cl)ccc1Cl | 9.1 | -10.3 | 24.0 | -3.0 | 0.8 | -9.9 | 0.8 | -6.5 | 5.5
COc1ccc(OC)c(-c2cc(C(=O)N/N=C/c3ccc(F)cc3)c3ccccc3n2)c1 | 3.9 | 2.6 | -18.3 | 0.1 | -0.2 | -36.9 | -0.6 | -4.1 | 2.4
COc1ccc(C2CC(c3ccccc3)=NN2C(=O)CSc2ncn[nH]2)cc1 (configuration not stated) | 7.4 | -12.2 | -7.8 | -5.3 | 0.2 | -3.7 | 3.0 | -5.8 | 2.3
COCC(=O)Nc1cc(C)cn(Cc2ccc(F)cc2)c1=O | 4.0 | 0.7 | -8.6 | -4.6 | 0.2 | -6.2 | -0.6 | -0.1 | -0.8
O=[N+]([O-])c1cc([N+](=O)[O-])c(Oc2c(Cl)cccc2Cl)cc1NN1CCCCC1 | 3.3 | -4.5 | 4.4 | -4.3 | 0.0 | 1.5 | -1.3 | 5.0 | 0.5
O=S1(=O)C=C(SCc2ccc(Cl)c(Cl)c2)Nc2ccccc21 | -4.8 | 10.5 | 21.6 | 1.7 | 9.5 | 3.0 | 12.1 | -22.7 | 28.2
NNC(=O)c1cccc(COc2ccc3c(c2)CCC3)c1 | 3.3 | 0.9 | -0.9 | -4.8 | 1.2 | -9.6 | 1.1 | -1.1 | 1.2
Fc1ccc(C2CCCN2Cc2nc(CC3CC3)no2)cc1 (configuration not stated) | 8.6 | -11.2 | -29.2 | -4.2 | -0.8 | -8.6 | -1.2 | 8.0 | -2.0
CC(NC(=O)C1CCC(CNS(=O)(=O)c2ccc3c(c2)C(C)(C)C(=O)N3C)CC1)c1ccccc1 (configuration not stated) | 0.8 | -6.1 | -13.6 | -0.4 | 0.4 | -8.8 | -0.7 | -7.6 | 1.4
CCOC(=O)C(=O)N1CCC(C(=O)OCC)CC1 | 5.0 | -3.6 | -1.9 | -2.6 | 0.8 | -9.1 | -0.1 | -2.2 | 0.2

Record cards (already shown). Order of values: M1 PAM | CHRM1 antagonist | TAAR1 antagonist | CHRM1 agonist | V1R ag counter | CHO parental Ca | OXTR agonist | OXTR potentiate | TAAR1 ag
COCC(=O)Nc1cc(C)cn(Cc2ccc(F)cc2)c1=O is entered as 4.0 | 0.7 | -8.6 | -4.6 | 0.2 | -6.2 | -0.6 | -0.1 | -0.8
Cc1ccc(N(C(=O)Cn2nnc(-c3ccc(F)cc3)n2)C(C(=O)NC(C)(C)C)c2ccncc2)cc1 (configuration not stated) is entered as 13.1 | -8.2 | 1.4 | -1.4 | -0.4 | -14.0 | -1.3 | 1.3 | 3.0
